# Screens (PubChem BioAssay)
# luminol inh ctr: counter-screen for Nox1 inhibitors: inhibitors of luminol chemiluminescence; HRP/luminol/H2O2 chemiluminescence counterscreen; inhibition, % at 6.7 µM; 16,000 tested, 0.4% active; AID 1823; note: reference of the scale not given here
# PME-1 Maybridge: inhibitors of human PME-1 in Maybridge library. recombinant PME-1, FP-Rh probe fluorescence polarization. Q9Y570. inhibition, % at 9 µM. 16,000 tested, 0.5% active; in the data active = inhibition above about 30%
# Target sequence (Q9Y570 whole entry, looked up): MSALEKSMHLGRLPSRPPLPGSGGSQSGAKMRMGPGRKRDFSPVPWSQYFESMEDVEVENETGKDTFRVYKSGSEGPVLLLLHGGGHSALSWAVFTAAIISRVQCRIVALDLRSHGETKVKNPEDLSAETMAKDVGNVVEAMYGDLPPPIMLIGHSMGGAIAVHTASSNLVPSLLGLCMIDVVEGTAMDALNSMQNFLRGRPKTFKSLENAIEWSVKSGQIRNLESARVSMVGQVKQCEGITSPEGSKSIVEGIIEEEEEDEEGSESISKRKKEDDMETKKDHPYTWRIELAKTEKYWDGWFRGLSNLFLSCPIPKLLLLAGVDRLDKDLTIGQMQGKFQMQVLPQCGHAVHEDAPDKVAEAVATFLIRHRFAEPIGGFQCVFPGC
# TLR4-MyD88 inh: TLR4-MyD88 interaction inhibition | O00206 | Cell-based TLR4-MyD88 binding inhibition assay | inhibition, % at 10 µM | 16,000 tested, 0.06% active | AID 811; in the data active = inhibition above about 45%
# Nox1 inhibitor: human Nox1 inhibition. inhibition, % at 6.7 µM. 16,000 tested, 0.81% active. HT29 cells, luminol chemiluminescence ROS
# Target sequence (Q9Y5S8 whole entry, looked up): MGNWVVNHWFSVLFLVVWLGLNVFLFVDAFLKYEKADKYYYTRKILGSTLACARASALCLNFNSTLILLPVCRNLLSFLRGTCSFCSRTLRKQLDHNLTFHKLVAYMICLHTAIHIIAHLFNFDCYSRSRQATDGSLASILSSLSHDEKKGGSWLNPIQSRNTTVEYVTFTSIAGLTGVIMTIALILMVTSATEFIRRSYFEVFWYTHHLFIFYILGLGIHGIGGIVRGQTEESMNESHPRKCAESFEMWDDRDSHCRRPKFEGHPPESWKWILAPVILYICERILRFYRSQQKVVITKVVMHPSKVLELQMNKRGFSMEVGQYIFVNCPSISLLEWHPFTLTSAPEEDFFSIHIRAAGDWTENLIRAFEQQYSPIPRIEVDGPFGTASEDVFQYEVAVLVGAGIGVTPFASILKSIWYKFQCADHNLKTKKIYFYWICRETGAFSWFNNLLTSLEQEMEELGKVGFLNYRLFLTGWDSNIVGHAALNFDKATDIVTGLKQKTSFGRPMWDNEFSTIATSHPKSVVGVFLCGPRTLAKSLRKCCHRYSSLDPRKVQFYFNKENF
# OPRK1 antag MB: antagonists of human kappa opioid receptor OPRK1, Maybridge library; P41145; OPRK1 cells, antagonist mode, fluorescence readout; inhibition, % at 9 µM; 16,000 tested, 0.4% active; AID 652031; in the data active = inhibition above about 50%
# S1P1 ag: S1P1 (human) receptor agonism; P21453; S1P1 agonist cell-based reporter assay; activation, % at 4.5 µM; 16,000 tested, 1.5% active; in the data active = activation above about 80%
# rat GALR2 agon: activates the rat galanin receptor 2 | O08726 | cell-based GALR2 agonist screen | activation, % at 10 µM | 16,000 tested, 0.5% active; in the data active = activation above about 15%
# NOTCH agonist: agonists of NOTCH signaling | NOTCH signaling luciferase reporter cells, luminescence | activation, % at 2.5 µM | 15,000 tested, 0.4% active; in the data active = activation above about 2.2%
# Starred values were filed as active, the others as inactive; / = no result given. Cut-off read from the data, not from the text of the source, unless noted: active = inhibition above about 75%; inactive = the rest. Not all compounds are listed; rates above refer to the full screens.
entry	Compound	OPRK1 antag MB	TLR4-MyD88 inh	PME-1 Maybridge	S1P1 ag
1	Clc1ccccc1Cn1nnc2c(N/N=C/c3cccs3)ncnc21	-25.4	12.7	-16.1	3.0
2	Cc1onc(-c2ccccc2Cl)c1C(=O)N1c2ccccc2NC(=O)CC1C (centres undefined)	7.4	1.7	15.6	7.6
3	CN(Cc1nnc(-c2ccc3ccccc3c2)o1)c1nnc(C(F)(F)F)s1	-13.5	-1.1	3.3	-0.3
4	O=C(O)CC(CC(=O)Nc1ccc2ccccc2n1)c1ccccc1 (centres undefined)	10.9	-0.9	5.6	-7.5
5	N#C/C(=C\c1sccc1Oc1ccccc1)C(=O)C1CC1	-2.8	6.5	7.2	-1.7
6	c1ccc(C(c2ccccc2)N2CCN(Cc3nc(-c4cccs4)no3)CC2)cc1	-1.4	-2.8	-7.0	-11.8
7	COC(OC)c1ccc2c(N)c(C#N)sc2n1	10.9	6.2	-1.2	5.2
8	O=C(CN1CCOCC1)NNC(=O)c1cccs1	9.5	16.4	-4.3	47.3
9	CSc1c(C#N)c(-c2ccco2)nn1C	9.0	6.8	0.2	-29.7
10	NNC(=O)CSCCS(=O)(=O)c1ccccc1	5.3	15.1	0.5	-9.1
11	CCOC(=O)c1ccc(OCCOC)c(OCCOC)c1	10.6	-2.9	8.1	16.2
12	C=C(C)C(=O)Nc1cccnc1Oc1ccccc1F	-5.3	-1.1	0.2	-11.4
13	CSc1nc2c(=S)[nH]c(=S)[nH]c2s1	-4.8	0.8	7.7	20.9
14	Cc1cc(C(=O)N2CCN(c3ncccc3C#N)CC2)no1	5.6	10.4	-0.2	-3.0
15	N#Cc1c(F)cccc1N=Nc1c(-c2cccs2)n[nH]c1C(F)(F)F	0.6	-3.6	13.3	-15.0

entry	Nox1 inhibitor	rat GALR2 agon	NOTCH agonist	luminol inh ctr
1	-75.7	-3.3	0.2	10.6
2	-28.1	-4.2	-0.3	2.8
3	10.6	-8.4	0.0	-4.7
4	24.5	-4.5	-0.2	-4.1
5	-66.2	-4.9	-0.5	-0.3
6	-47.0	-4.3	-0.4	1.8
7	-31.8	-0.7	-0.8	2.5
8	-76.8	-5.5	0.0	3.1
9	-53.7	-5.7	0.1	2.2
10	-11.4	-5.6	-0.1	2.5
11	16.8	-5.9	-0.3	-7.0
12	-53.3	-2.4	-0.1	-0.4
13	-1.9	-5.0	-0.2	10.9
14	-28.2	-6.1	0.2	-1.6
15	24.8	-3.6	0.5	2.1

# Filtered by structure, those above containing two or more sulfur atoms.
entry	Compound	OPRK1 antag MB	TLR4-MyD88 inh	PME-1 Maybridge	S1P1 ag
10	NNC(=O)CSCCS(=O)(=O)c1ccccc1	5.3	15.1	0.5	-9.1
13	CSc1nc2c(=S)[nH]c(=S)[nH]c2s1	-4.8	0.8	7.7	20.9

entry	Nox1 inhibitor	rat GALR2 agon	NOTCH agonist	luminol inh ctr
10	-11.4	-5.6	-0.1	2.5
13	-1.9	-5.0	-0.2	10.9

# (continued)
entry	Compound	OPRK1 antag MB	TLR4-MyD88 inh	PME-1 Maybridge	S1P1 ag
16	O=C1C=C(CCCCCCC2=CC(=O)C(Br)=CC2=O)C(=O)C=C1Br	16.6	3.2	-4.3	11.3
17	Cc1cc(C)nc(NS(=O)(=O)c2ccc(NC(=O)c3ccco3)cc2)n1	7.6	-1.3	6.3	-3.7
18	Cc1cc(Oc2ncccc2[N+](=O)[O-])c2cc(F)ccc2n1	-0.9	9.2	-2.0	2.5
19	ClC1=C(CN2CCSCC2)CSc2ccc(Cl)cc21	22.2	-2.1	6.3	9.9
20	Cc1cn(CCC(=O)O)c2ccccc12	-10.7	7.2	-1.2	10.3
21	NC(=O)c1sc(-c2ccc(Cl)cc2)cc1N1C(=O)c2cccc3cc([N+](=O)[O-])cc(c23)C1=O	-1.5	3.0	4.4	-2.8
22	N#CC1(C#N)C(c2ccc(Cl)c(Cl)c2)C1(C#N)C#N	-11.8	6.0	-7.4	30.9
23	Cc1nc2cc([N+](=O)[O-])c([N+](=O)[O-])cc2n1C	4.7	9.2	-0.4	-8.7
24	O=C(Nc1ccccc1N1CCCCC1)c1cc(Cl)sc1Cl	-4.7	6.1	-1.9	-16.4
25	CC1(C)SC(c2ccccc2)N[C@H]1C(=O)O (some centres undefined)	2.7	-2.5	-2.4	-24.9
26	Nc1ccccc1SCc1cccc(Cl)c1F	-22.1	-4.4	2.9	-14.9
27	COc1ccc(CC(=O)Nc2ccc(N3CCOCC3)cc2)cc1OC	17.6	-1.4	5.8	-4.7
28	N#C/C(=N\OS(=O)(=O)c1ccc(Cl)c(Cl)c1)c1c(Cl)cccc1Cl	47.0	13.9	-0.5	6.7
29	CCSc1ccc(/C(N)=N/OC(=O)c2cccs2)cn1	-2.1	-5.8	-26.6	70.9
30	O=C(/C=C/Oc1ccc(Cl)cc1)c1ccc(Br)cc1	3.2	-1.9	-4.5	-5.6

entry	Nox1 inhibitor	rat GALR2 agon	NOTCH agonist	luminol inh ctr
16	-65.9	-5.4	-0.9	2.3
17	-11.9	-4.5	0.0	-4.7
18	-13.5	-6.9	-0.4	3.3
19	-13.0	-5.8	-0.4	-4.8
20	-40.5	1.2	-0.4	1.6
21	-43.2	-5.0	0.3	-1.2
22	-48.9	-8.6	-0.6	3.4
23	-65.1	-5.4	0.8	0.8
24	-50.7	-6.8	0.2	-1.8
25	-38.9	-0.2	0.0	1.6
26	-13.5	-8.2	-0.5	-6.6
27	7.2	-8.2	-1.0	-5.3
28	-46.2	-3.6	0.0	0.0
29	0.5	-2.8	-0.6	-5.0
30	-18.2	7.8	-0.8	-33.5

# Later entries
entry	Compound	OPRK1 antag MB	TLR4-MyD88 inh	PME-1 Maybridge	S1P1 ag
31	O=C(CSc1nc2ccccc2o1)N1c2ccccc2Sc2ccccc21	-18.6	13.8	0.1	42.1
32	COc1ccc(CCNC(=O)c2sc3ccccc3c2Cl)cc1OC	2.7	-1.9	12.6	0.0
33	Nc1cnc(Oc2c(Cl)cccc2Cl)c(C(F)(F)F)c1	-0.1	9.7	3.7	86.2*
34	CCOC(=O)c1cc2cc(OCc3ccccc3)ccc2n1C(=O)c1ccccc1C(=O)O	8.2	-13.3	10.8	29.9
35	CNC(=S)NNC(=O)c1cccnc1	3.7	-3.3	0.1	-3.7
36	O=C(Nc1ccc(Cl)cc1)N1CCC(C(F)(F)F)CC1	-19.6	-3.3	-1.6	9.3
37	CCOC(=O)CNC(=O)c1nnc2cc(C)nn2c1C	-2.5	5.9	0.4	-7.3
38	CS(=O)(=O)NNC(=O)Cn1nnc(-c2ccccc2C(F)(F)F)n1	-9.0	1.1	0.7	-3.2
39	CC1=C(C)CC(C(=O)NCc2csc3ccccc23)C(C(=O)O)C1 (centres undefined)	-5.5	12.7	-1.1	16.2
40	CC(=O)c1sc(-c2ccc(Cl)cc2)cc1NC(=O)CSc1ccc(Cl)cc1	-7.3	7.2	-1.7	-1.3
41	O=C(Nc1ccc(OC(F)(F)F)cc1)Nc1csc2ccccc12	22.0	3.0	4.9	54.6
42	N#C/C(=N\Nc1ccc(OC(F)(F)F)cc1)c1ccccn1	1.6	-4.8	1.7	-6.6
43	CCOc1ccccc1NC(=O)O/N=C(\N)Cc1cccc2ccccc12	8.4	-0.9	1.0	45.5
44	N#CC(C#N)=C/C=C(/Sc1ccc(F)c(Cl)c1)c1ccc(Cl)cc1	38.6	-3.7	-4.7	-24.4
45	CC(C)(C)OC(=O)N1CCC(CNC(=O)c2ccc(F)cc2F)CC1	6.9	6.2	2.0	6.9

entry	Nox1 inhibitor	rat GALR2 agon	NOTCH agonist	luminol inh ctr
31	-44.4	-6.0	/	-1.5
32	-48.0	-2.4	-0.1	3.5
33	-21.2	-4.9	-0.5	2.6
34	17.3	-4.7	-0.2	-6.3
35	7.9	-5.3	0.1	1.4
36	-29.8	-9.8	-0.4	-0.1
37	-14.3	-6.6	-0.7	0.3
38	-31.4	-7.5	-0.8	2.0
39	-27.1	-6.6	-0.5	3.2
40	-40.0	-5.0	-0.1	0.5
41	27.0	-10.2	-1.6	-5.0
42	-10.6	-6.3	-0.2	0.8
43	-11.6	-7.0	-0.5	-24.7
44	30.4	-9.1	-1.9	3.8
45	18.0	-5.0	-0.6	-4.2

# Following part
entry	Compound	OPRK1 antag MB	TLR4-MyD88 inh	PME-1 Maybridge	S1P1 ag
46	COc1ccc(OCc2nc(CSc3nnc(C(F)(F)F)n3C)cs2)cc1	-8.4	0.7	1.2	-3.8
47	CC(=O)/C(N=Nc1ccccc1Oc1ccc(Cl)cc1Cl)=C(\C)O	-14.5	-1.1	3.7	-16.1
48	CN(C)/C=C(\C#N)C(=O)C1CC1	14.3	3.6	5.9	2.2
49	N#CCc1c(Cl)sc2ccc(Cl)cc12	-3.2	1.9	-3.4	-3.4
50	CCOC(=O)c1[nH]c(C)c(C(C)=O)c1-c1ccccc1	31.4	-0.2	1.5	32.2
51	O=C(CSCc1cccc2ccccc12)NNC(=S)NC1CCCCC1	-26.7	-0.8	5.7	-5.5
52	C=CCNC(=O)c1cnn(C)c1-n1cccc1	-0.3	-2.9	1.5	-12.4
53	Oc1ccc(N=Nc2ccccc2)c(O)c1	4.5	-7.8	-3.7	8.6
54	O=C1c2ccccc2C(=O)N1SSN1C(=O)c2ccccc2C1=O	19.2	-4.0	7.5	-4.5
55	N#Cc1ccc(-c2c(C#N)c(N)n(N)c(=O)c2C#N)cc1	7.5	-1.8	-13.7	-10.3
56	COc1cccc(Nc2ncc(C#N)c(N)n2)c1	-3.6	0.3	-0.8	-15.9
57	O=C(O)/C=C\C(=O)NCCc1ccc(Cl)cc1	-5.3	-1.9	-5.1	-22.7
58	O=C(OCC#CC#CCOC(=O)c1cccnc1)c1cccnc1	8.2	-47.7	-2.3	19.6
59	O=C(O)c1ccnc(-c2cc(C(=O)O)ccn2)c1	14.6	3.9	1.3	-11.7
60	CC(C)c1nnc(-c2cc3sccc3s2)o1	-9.8	8.7	1.8	-7.4

entry	Nox1 inhibitor	rat GALR2 agon	NOTCH agonist	luminol inh ctr
46	-42.0	-4.8	-0.9	0.8
47	-78.4	-3.6	-1.0	0.6
48	18.0	-4.3	0.9	-6.5
49	0.5	-7.7	2.2	-1.1
50	2.8	-6.7	1.1	-2.6
51	-18.1	-6.2	/	17.9
52	-32.1	-8.2	-0.1	1.6
53	-3.2	3.2	-0.1	49.5
54	30.8	-1.3	0.5	-5.6
55	-40.8	-4.9	-5.2	3.3
56	-25.2	-5.1	-0.2	0.2
57	-30.5	-3.5	-0.7	1.3
58	-41.6	-5.3	-0.3	1.8
59	-76.5	-2.3	-0.2	-0.4
60	-40.3	-3.9	-0.2	3.1

# An excerpt from above in order of their number in Nox1 inhibitor, ascending.
nr	Compound	Nox1 inhibitor
58	O=C(OCC#CC#CCOC(=O)c1cccnc1)c1cccnc1	-41.6
57	O=C(O)/C=C\C(=O)NCCc1ccc(Cl)cc1	-30.5
50	CCOC(=O)c1[nH]c(C)c(C(C)=O)c1-c1ccccc1	2.8

# The list goes on.
entry	Compound	OPRK1 antag MB	TLR4-MyD88 inh	PME-1 Maybridge	S1P1 ag
61	NNC(=O)CC1NCCN(Cc2ccccc2)C1=O (centres undefined)	6.5	-0.2	-0.7	-5.5
62	N#C/C(=C\c1ccc2c(c1)CCO2)C(=O)c1ccccc1	24.3	12.5	-1.0	0.7
63	CCOC(=O)Nc1ccccc1C(=O)OC	11.0	1.9	-0.5	6.5
64	OC[C@@H](O)[C@H](O)[C@H](O)[C@@H](O)C(SCc1ccccc1)SCc1ccccc1	4.5	11.2	-0.6	103.5*
65	CCC1(c2cccc(OC(=O)C3CCCCC3)c2)CCCCN(C)C1=O (centres undefined)	-23.7	-3.1	1.0	-9.8
66	Clc1cc(Cl)cc(Br)c1	15.4	-4.9	2.6	-8.1
67	N#CCC(=O)c1cc(-c2ccccc2)c(C(F)(F)F)s1	22.6	2.8	-7.8	6.6
68	Nc1cc(-c2ccco2)nn1-c1cc(C(F)(F)F)cc(C(F)(F)F)c1	-16.7	-4.9	1.9	1.8
69	CC(=O)Nc1cccc(-n2nnc(SCC(=O)c3cc(-c4ccccc4)no3)n2)c1	7.6	4.4	-46.5	16.5
70	O=C(c1ccc2nonc2c1)N1CCN(c2ccccc2)CC1	4.9	5.7	10.1	3.6
71	CNc1scnc1S(=O)(=O)c1ccc(C)cc1	-3.1	10.0	0.7	-20.8
72	O=C(NNc1cccc(Cl)c1)c1cccnc1Oc1ccccc1	-21.1	-3.0	-0.2	-18.8

entry	Nox1 inhibitor	rat GALR2 agon	NOTCH agonist	luminol inh ctr
61	-26.0	-8.7	-0.5	1.9
62	-23.8	2.2	-0.1	2.2
63	-55.7	-4.3	-0.2	2.9
64	-59.4	-6.0	-0.2	2.2
65	-32.0	-2.8	-0.8	-0.3
66	-42.4	-5.3	-0.4	2.2
67	12.0	-2.6	1.6	-2.4
68	-27.8	-10.9	-0.9	4.1
69	-33.7	-4.1	-0.1	17.0
70	-37.5	-4.3	/	-8.7
71	-22.2	0.2	0.2	-2.0
72	40.5	-7.6	-0.2	100.3*
